Screening data from PubChem BioAssay.
CHT PAM: CHT positive allosteric modulators, primary screen, cell-based, membrane potential dye, choline EC20; High affinity choline transporter 1 (Homo sapiens), Q9GZV3; CHT-expressing cells; stronger effect = higher value; LV-AA mutant CHT in HEK293 cells; B-score at 10 µM; 310,000 compounds, 0.49% hits;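 active = initial fluorescence not abnormally high and integrated response B-score, plate-corrected, over 3 SD above library mean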
Target sequence (Q9GZV3 whole entry, looked up): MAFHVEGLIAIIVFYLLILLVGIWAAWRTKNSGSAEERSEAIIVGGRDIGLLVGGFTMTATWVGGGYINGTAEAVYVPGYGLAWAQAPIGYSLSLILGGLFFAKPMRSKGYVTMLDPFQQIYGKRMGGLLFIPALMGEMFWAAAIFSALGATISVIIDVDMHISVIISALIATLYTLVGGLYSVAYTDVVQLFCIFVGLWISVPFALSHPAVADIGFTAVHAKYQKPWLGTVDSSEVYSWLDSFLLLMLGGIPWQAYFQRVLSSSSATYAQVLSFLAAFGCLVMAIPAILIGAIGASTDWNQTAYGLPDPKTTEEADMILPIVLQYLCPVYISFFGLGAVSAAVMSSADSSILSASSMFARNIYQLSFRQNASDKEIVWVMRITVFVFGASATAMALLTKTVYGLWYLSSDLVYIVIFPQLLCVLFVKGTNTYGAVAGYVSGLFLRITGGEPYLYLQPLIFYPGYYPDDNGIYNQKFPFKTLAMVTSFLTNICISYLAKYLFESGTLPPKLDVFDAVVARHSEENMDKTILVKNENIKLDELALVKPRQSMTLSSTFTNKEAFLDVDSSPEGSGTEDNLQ
CHT block: inhibitors of human choline transporter CHT | CHT-expressing cells, membrane potential dye, choline response; stronger effect = lower value | B-score at 10 µM | 310,000 compounds, 0.86% hits | AID 488975, 2010;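 active = B-score over 3 SD under the library average, and starting fluorescence ratio not unusually high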;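 note: choline stimulus applied at its EC90 after an EC20 pre-addition; B-score computed on integrated fluorescence ratio after choline addition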
Calls only; i = inactive.

SMILES	CHT PAM	CHT block
Cc1ccc(S(=O)(=O)N2CCOCC2)cc1NC(=O)c1cc2c(s1)CCC2	i	i
Cc1ccc(C)c(Cn2nc(-c3ccccc3)ccc2=O)c1	i	i
CCN(CC(=O)Nc1ccccc1C(F)(F)F)C(=O)C1CCC1	i	i
Cc1onc(-c2ccccc2)c1C(=O)Nc1ccccc1C#N	i	i
CS(=O)(=O)Nc1cccc(C2=NN(C(=O)c3ccco3)C(c3cccs3)C2)c1 (stereo not given)	i	i
COc1cc(C)nc(Oc2ccc(OCCOc3ccccc3)nn2)n1	i	i
Cc1ccc(C)c(-n2cc(-c3ccc(Cl)cc3)nc2SCC(=O)NC2CCS(=O)(=O)C2)c1 (stereo not given)	i	i
Cc1cc(C)nc(SCc2ccc(C(=O)N/N=C/c3ccccn3)cc2)n1	i	i
CCN1C(=O)N[C@@H](c2cccc(C(F)(F)F)c2)C(C(C)=O)=C1C	i	i
CC(C)Cn1c(-c2cccs2)nc2nc3ccccc3nc21	i	i
O=C(O)COCC(=O)N1CCCN(c2ccc(C(F)(F)F)cn2)CC1	i	i
Cc1cccc(-n2c(C)n[nH]c2=S)c1	i	i
CC(C)CCNC(=O)c1cccc(C(=O)NCCC(C)C)c1	i	i
O=C(CC1CC2CCC1C2)NCCc1ccc(Cl)cc1 (stereo not given)	i	i
CCc1noc(C)c1C(=O)N1CCCSC1=Nc1ccccc1OC	i	i

The final two records of the section above are carried over, then new ones follow:
SMILES	CHT PAM	CHT block
O=C(CC1CC2CCC1C2)NCCc1ccc(Cl)cc1 (stereo not given)	i	i
CCc1noc(C)c1C(=O)N1CCCSC1=Nc1ccccc1OC	i	i
Cc1ccc2nc(-c3ccc(-c4cccc(Cl)c4)cc3)c(NCc3ccccc3)n2c1	i	i
O=C(O)CCN(Cc1ccccc1)S(=O)(=O)c1c(Cl)cccc1Cl	i	i
COC(=O)N/N=C(\C)c1ccc(-n2ccnc2)cc1	i	i
COc1ccccc1NC1=NC(CO)(CO)CS1	i	i
CCCc1cc(C(=O)NCC(C)C)no1	i	i
COc1cccc(F)c1C(C[N+](=O)[O-])c1c(N)n(C)c(=O)n(C)c1=O (stereo not given)	i	i
COc1ccc(C(=O)Nc2ccnc(-c3cccnc3)n2)cc1	i	i
CC(C)Oc1ccc(C(=O)Nc2ccc(NC(=O)c3ccco3)c(Cl)c2)cc1	i	i
CCOC(=O)CSc1nc(C)c2ccccc2n1	i	i
Cn1c(=NC(=O)CN2C(=O)C3CC=CCC3C2=O)sc2ccccc21 (stereo not given)	i	i
COc1ccc(NC(=O)N2CCN(S(C)(=O)=O)CC2)c(OC)c1	i	i
COc1ccc(-n2c(Cc3cc(=O)[nH]c(=O)[nH]3)nnc2SCC(=O)N2CCC(C)CC2)cc1	i	i
CCN(CC)S(=O)(=O)c1ccc(NC2c3ccccc3C(=O)N2c2ccc(C)cn2)cc1 (stereo not given)	i	i
COc1ccc(/C=C(/NC(=O)c2ccc(C)cc2)c2nc3ccccc3[nH]2)cc1OC	i	i
COc1cccc(CNC(=O)Cn2ccc3cc(S(=O)(=O)N4CCCCCC4)ccc32)c1OC	i	i
CCc1ccc(C(=O)NCC2COc3ccccc3O2)o1 (stereo not given)	i	i
O=C(O)Cn1c(=O)c(F)cn(C2CCCO2)c1=O (stereo not given)	i	i
Cc1sc2ncn(CC(=O)N3CCN(c4ccccc4)CC3)c(=O)c2c1S(=O)(=O)N1CCOCC1	i	i
CCOc1ccc(C2=Nc3ccccc3C(c3ccc(N4CCOCC4)cc3)=NN2)cc1	i	i
CC(C)N(C(=O)COC(=O)c1ccccc1C(=O)N1CCN(c2ccc(F)cc2)CC1)C(C)C	i	i
C/C(=N/NC(=O)CCCOc1ccc(Cl)cc1Cl)c1ccc(C)o1	i	i
CC(=O)Nc1cc(O)cc(O)c1	i	i
Cc1cc(C(=O)NCc2ccccc2Cl)c2ccccc2n1	i	i
Cc1c(C)n2c(SCC(=O)N3CCCCC3)nnc2[nH]c1=O	i	i
CC1CC(C)CN(C(=O)c2ccc(S(=O)(=O)N3CCCC3)cc2)C1 (stereo not given)	i	i
COc1cc(CNn2cn[nH]c2=S)cc(Cl)c1OCc1ccccc1	i	i
O=C1c2ccccc2C(=O)N1Cc1nc2ccccc2c(=O)n1CCCN1CCOCC1	i	i
O=C(Nc1ccc(-c2cn3c(n2)SCC3)cc1)c1ccc2ccccc2n1	i	i
CC(=O)c1ccccc1NC(=O)COC(=O)/C=C/c1ccc(OC(F)F)cc1	i	i
O=[N+]([O-])c1ccccc1N/N=C1\CCc2ccccc21	i	i

Fetched one by one from the entries so far:
SMILES	CHT PAM	CHT block
C/C(=N/NC(=O)CCCOc1ccc(Cl)cc1Cl)c1ccc(C)o1	i	i
Cc1cc(C(=O)NCc2ccccc2Cl)c2ccccc2n1	i	i

Given as labelled records: 4 of the compounds above.
SMILES: Cc1cc(C(=O)NCc2ccccc2Cl)c2ccccc2n1
  CHT PAM: i
  CHT block: i
SMILES: Cc1c(C)n2c(SCC(=O)N3CCCCC3)nnc2[nH]c1=O
  CHT PAM: i
  CHT block: i
SMILES: CC1CC(C)CN(C(=O)c2ccc(S(=O)(=O)N3CCCC3)cc2)C1 (stereo not given)
  CHT PAM: i
  CHT block: i
SMILES: COc1cc(CNn2cn[nH]c2=S)cc(Cl)c1OCc1ccccc1
  CHT PAM: i
  CHT block: i

More entries
SMILES	CHT PAM	CHT block
O=C(NCCCn1ccnc1)c1cc(-c2cccnc2)nc2ccc(Br)cc12	i	i
CC1=C(C(=O)OCc2ccccc2)C(c2ccc(Br)cc2)NC(=O)N1CCCC(=O)O (stereo not given)	i	i
S=C(NCCc1ccccc1)N1CCN(Cc2ccccc2)CC1	i	i
COc1cc(OC)c(N(C)S(=O)(=O)c2cccc(C(=O)NC3=NCCS3)c2)cc1Cl	i	i
O=C(NCc1ccccc1)c1onc(CS(=O)(=O)c2ccc(Cl)cc2)c1C(=O)NCc1ccccc1	i	i
CCN(CC)c1ccc(NC(=O)COc2ccc(N(C)S(=O)(=O)c3cccs3)cc2)cc1	i	i
CC(=O)N(c1ccc(Cl)cc1)c1cn(C(C)=O)c2ccccc12	i	i
C=CCN1C(=O)C(CC(=O)Nc2ccc(OC)cc2)N(Cc2ccco2)C1=S (stereo not given)	i	i
Cc1cc(C)c(OCC(=O)OCCNC(=O)c2cccnc2)c(C)c1	i	i
COc1cc(NC(=O)c2ccco2)c(OC)cc1NC(=O)c1cc(OC)c(OC)c(OC)c1	i	i
Cc1cc(C(=O)N/N=C/C=C/c2ccc3c(c2)OCO3)n[nH]1	i	i
CCOc1ccccc1NC(=S)NC(=O)C1CCCCC1	i	i
Cc1c([N+](=O)[O-])c(N)nn1C	i	i
C(=N\c1nc2ccccc2n1CCN1CCCCC1)/c1ccc2c(c1)OCO2	i	i
O=C(c1ccccn1)N1N=C2/C(=C/c3ccc(F)cc3)CCCC2C1c1ccc(F)cc1 (stereo not given)	i	i
CC1(C(=O)OCC(=O)c2c[nH]c3ccccc23)CC1(Cl)Cl (stereo not given)	i	i
N#CC1=C2SCC(O)(c3ccccc3)N2C(=O)CC1c1ccccc1 (stereo not given)	i	i
O=C(CN(c1ccc2c(c1)OCCO2)S(=O)(=O)c1ccccc1)NCc1ccco1	i	i
Cc1ccc(C(=O)CNc2ccccc2)cc1	i	i
Cc1ccc(C(=O)c2cn[nH]c2-c2cc(Cl)ccc2O)cc1	i	i
CC(=O)Oc1ccc2oc(C)c(C(=O)N3CCOCC3)c2c1	i	i
CCN(CC)Cc1c(C(=O)N2CCc3ccccc3C2)nc2ccc(Cl)cn12	i	i
Cc1cc(C(=O)Nc2nc3c(s2)CCCC3)cs1	i	i
CCOc1ccc2c(c1)sc1nc(C(=O)OC)cc(=O)n12	i	i
CCOC(=O)CNS(=O)(=O)c1cc(-c2nnc(Nc3ccc4c(c3)OCO4)c3ccccc23)ccc1C	i	i
CC1CCCCN1S(=O)(=O)c1cccc2nonc12 (stereo not given)	i	i
CCOc1ccc(NC(=O)CCC(=O)N/N=C(\C)c2cccs2)cc1	i	i
COc1cc(CNn2c(C)n[nH]c2=S)cc(Cl)c1OCC(=O)NC(C)(C)C	i	i
Nc1n[nH]c(N)c1N=Nc1ccc2c(c1)OCO2	i	i
CCOc1ccccc1NC(=S)N(CCOC)C1CCN(C(C)=O)CC1	i	i
c1coc(-c2nc(-c3ccncc3)no2)c1	i	i
CN1C2=CC=CC=CC2=[N+](C)C12C([N+](=O)[O-])=CC(=[N+]([O-])[O-])C=C2[N+](=O)[O-] (stereo not given)	i	i
CCOc1ccc2[nH]c(C)c(CN3CCN(CC)CC3)c(=O)c2c1	i	i
COc1ccccc1CNC(=O)C(NS(=O)(=O)c1ccc2c(c1)OCCO2)C(C)C (stereo not given)	i	i
Cc1cccc2cc(CN(CC3CCCO3)C(=O)c3ccncc3)c(=O)[nH]c12 (stereo not given)	i	i
COc1ccccc1-c1noc(CCCC(=O)NC2CCCCC2)n1	i	i
CNC(=O)c1snnc1-c1ccccc1	i	i
Cc1ccc(-c2[nH]c(=S)[nH]c(=O)c2C#N)cc1	i	i
CCn1c(SCC(=O)Nc2cccc(NC(C)=O)c2)nc2c([nH]c3ccccc32)c1=O	i	i
CC(C(=O)Nc1cccnc1)n1cc([N+](=O)[O-])cn1 (stereo not given)	i	i
CC(=O)OC(C(=O)NC1CCCCC1)c1ccncc1 (stereo not given)	i	i
CC(C)N=c1cc2n(-c3ccc(Cl)cc3)c3ccccc3nc-2cc1Nc1ccc(Cl)cc1	i	i
C=CCSc1nnc(C)n1-c1ccc(Cl)cc1	i	i
CC(C)(C)c1ccc(C(=O)COC(=O)CN2C(=O)NC3(CCCC3)C2=O)cc1	i	i
CC1(C)CCCN(Cc2c(O)ccc3c(=O)c(-c4nc5ccccc5s4)c(N)oc23)C1	i	i
CC(=O)c1ccc(N2CCN(C(=O)COc3ccc4c(c3)CCC4)CC2)cc1	i	i
COc1ccc(C(=O)CSc2nc3ccccc3n2CC(=O)NC(C)(C)C)cc1	i	i
CC(=O)NC(Cc1ccc(F)c(F)c1)C(=O)NC1CCN(c2nnnn2-c2ccccc2)CC1 (stereo not given)	i	i
COc1cccc(/C=N/n2c(N)c(S(=O)(=O)c3cccs3)c3nc4ccccc4nc32)c1OC	i	i
CC(C)(C)N1C(=O)[C@H]2[C@@H](c3ccc(Br)cc3)N3C(=O)N(c4ccccc4)C(=O)[C@@]3(Cc3ccccc3)[C@H]2C1=O	i	i
COc1cc(/C=C/C(=O)O)cc(S(=O)(=O)Nc2ccc3nc(C)sc3c2)c1OC	i	i
COc1cc(OC)cc(C(=O)Nc2nnc(SCC(=O)NCC3CCCO3)s2)c1 (stereo not given)	i	i
C/C=C(\C)C(=O)Nc1cccc(C2=NOC3(C2)C[C@H](C(N)=O)N(C(=O)C(c2ccccc2)c2ccccc2)C3)c1 (stereo not given in full)	i	i
COc1ccc(OC)c(C(c2nnnn2C2CCCC2)N2CCN(c3ccccc3F)CC2)c1 (stereo not given)	i	i
CCCc1ccc(OCCNC(C)=O)cc1	i	i
Cn1c(CCN2CCN(c3ccccn3)CC2)nc2cc(NC(=O)COc3ccc([N+](=O)[O-])cc3)ccc21	i	i
CCC(NC(=O)c1cc(COc2ccc(OC)cc2Cl)on1)c1ccncc1 (stereo not given)	i	i
COc1ccc(C(C)NC(=S)NCc2ccc(F)cc2)cc1 (stereo not given)	i	i
O=C(Nc1nnc(-c2ccc(Cl)cc2)o1)C1CCCCC1	i	i
Cc1cc(C)c(S(=O)(=O)N2CCOC2CNC(=O)C(=O)NCc2cccnc2)c(C)c1 (stereo not given)	i	i

Continuation.
SMILES	CHT PAM	CHT block
O=C(/C=C/c1ccccc1)OCc1cnc(Cl)s1	i	i
C/C(=N\NC(=O)c1ccccc1[N+](=O)[O-])c1ccc(Br)s1	i	i
O=[N+]([O-])c1ccc2[nH]c(O)c(N=NC(=S)Nc3cccnc3)c2c1	i	i
COc1ccccc1-c1nc2n(n1)C(c1cccs1)C(C(=O)Nc1cccnc1)=C(C)N2 (stereo not given)	i	i
Cc1ccc(-n2c(=O)c3ccc(C(=O)NCc4ccco4)cc3n(Cc3ccccc3C#N)c2=O)cc1	i	i
COc1ccc(OC)c(/C=N/NC(=O)c2ccc(=O)[nH]n2)c1	i	i
CCCNc1c(NS(=O)(=O)c2ccc(C)cc2C)c(=O)oc2ccccc12	i	i
COc1ccc2[nH]cc(/C=N/NS(=O)(=O)c3ccc(C)cc3)c2c1	i	i
COC(=O)c1ccc(CSc2nnnn2Cc2ccccc2)cc1	i	i
CCC(Sc1nc(C)cc(=O)[nH]1)C(=O)Nc1nc(-c2ccccc2)cs1 (stereo not given)	i	i
CCOc1cc(/C=N/NC(=O)Cn2nc([N+](=O)[O-])cc2C)cc(Br)c1OCc1ccccc1C	i	i
Cc1cccc2c(C(=O)N3CCCCC3)cc(-c3ccccc3)nc12	i	i
Cc1cc(C)c2c(c1)NC(c1cc3c(cc1Br)OCO3)C1CC=CC21 (stereo not given)	i	i
CN(CC1CCOCC1)C(=O)CC1C(=O)NCCN1CC(c1ccccc1)c1ccccc1 (stereo not given)	i	i
